HTR5A ag ctr = counter-screen for OPRM1-OPRD1 agonists: human HTR5A agonism; HTR5A agonist assay, luminescence, cell-based; activation, % at 9.3 µM; 340,000 compounds, 0.61% hits; AID 504692; in the data active = activation mostly above about 9.5%, no sharp cut-off; inactive = mostly below about 7.6%;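 note: 0% = cells with vehicle only and 100% = reference agonist; strong numbers were not always called active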
Ecoli viability = bacterial growth inhibition, counter-screen for AddAB inhibitors; E. coli V3065 growth, OD600 absorbance, 18 h; inhibition, % at 11.9 µM; 330,000 compounds, 0.27% hits; AID 449728;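 active = inhibition above the campaign's mean inhibition across all tested compounds plus 3 SD, cut at about 9.9% in these data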;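 note: uninfected addAB+ strain grown without phage in ampicillin broth; 0% = DMSO wells and 100% = ciprofloxacin 0.95 µg/ml wells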
AddAB inh = less growth of phage-infected E. coli with AddAB; E. coli expressing H. pylori AddAB, absorbance growth; inhibition, % at 11.9 µM; 330,000 compounds, 0.29% hits; in the data active = inhibition above about 12%;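 note: 0% = vehicle wells of infected cells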
DSG3 Ab inh = blocks pemphigus antibody binding to human desmoglein-3. binding (percent of control), % at 10 µM. P32926. 310,000 compounds, 0.48% hits. DSG3-coupled beads, scFv-anti-DSG3-GFP binding, flow cytometry; stronger effect = lower value;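 active = binding more than 3 SD below its plate's average and above zero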; note: some compounds called inactive have numbers as strong as hits
Target sequence (P32926 whole entry, looked up): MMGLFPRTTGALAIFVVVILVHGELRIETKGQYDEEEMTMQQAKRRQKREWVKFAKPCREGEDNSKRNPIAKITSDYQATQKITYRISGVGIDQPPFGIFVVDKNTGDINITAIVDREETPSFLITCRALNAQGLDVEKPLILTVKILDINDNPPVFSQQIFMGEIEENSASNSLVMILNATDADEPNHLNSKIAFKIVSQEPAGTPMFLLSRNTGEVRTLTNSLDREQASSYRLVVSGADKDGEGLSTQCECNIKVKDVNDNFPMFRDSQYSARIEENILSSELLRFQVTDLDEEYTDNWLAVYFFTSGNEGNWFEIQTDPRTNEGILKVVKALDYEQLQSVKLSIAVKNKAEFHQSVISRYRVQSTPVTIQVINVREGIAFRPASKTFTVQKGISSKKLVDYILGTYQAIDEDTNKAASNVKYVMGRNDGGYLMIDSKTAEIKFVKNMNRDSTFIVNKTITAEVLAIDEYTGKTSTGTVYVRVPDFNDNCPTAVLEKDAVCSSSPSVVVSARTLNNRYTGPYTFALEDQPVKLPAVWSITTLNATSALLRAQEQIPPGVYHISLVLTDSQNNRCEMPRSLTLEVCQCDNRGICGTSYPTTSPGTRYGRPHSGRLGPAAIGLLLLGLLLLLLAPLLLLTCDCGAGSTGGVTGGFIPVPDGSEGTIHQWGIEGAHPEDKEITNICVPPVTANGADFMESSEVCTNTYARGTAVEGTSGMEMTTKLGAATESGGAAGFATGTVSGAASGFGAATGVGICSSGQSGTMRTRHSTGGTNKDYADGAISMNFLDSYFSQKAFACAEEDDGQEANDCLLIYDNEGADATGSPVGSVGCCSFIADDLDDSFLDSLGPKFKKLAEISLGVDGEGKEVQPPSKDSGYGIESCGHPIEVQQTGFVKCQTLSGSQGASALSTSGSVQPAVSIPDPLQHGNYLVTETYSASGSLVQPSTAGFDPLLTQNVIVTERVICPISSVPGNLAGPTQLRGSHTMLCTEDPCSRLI
MOR-DOR inv ag = mu-delta opioid heterodimer inverse agonism; P35372+P41143; cell-based MOR-DOR heterodimer luminescence; inhibition, % at 9.3 µM; 340,000 compounds, 0.21% hits; AID 504357; in the data active = inhibition above about 22%, passing the limit was not always enough;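 note: 0% = cells with DMSO and 100% = wells without cells with DMSO; values of inactives mirror those of a sister screen read the other way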
phage Ecoli inh = E. coli growth loss with phage present; 360,000 compounds, 0.26% hits; growth absorbance; inhibition, % at 11.9 µM; in the data active = inhibition above about 11%
MOR-DOR ag = OPRM1-OPRD1 heterodimerization agonism; P35372+P41143; cells, luminescence; activation, % at 9.3 µM; 340,000 compounds, 0.3% hits; AID 504326; in the data active = activation above about 18%;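 note: 0% = vehicle-treated cells and 100% = reference agonist; values of inactives mirror those of a sister screen read the other way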
HTR5A inv ctr = counter-screen for OPRM1-OPRD1 inverse agonists: human HTR5A inverse agonism; P47898; HTR5A cell line, luminescence; inhibition, % at 9.3 µM; 340,000 compounds, 0.083% hits; AID 504634; in the data active = inhibition mostly above about 23%, no sharp cut-off; inactive = mostly below about 18%;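 note: 0% = cells with DMSO and 100% = no-cell wells with DMSO; some compounds called inactive have numbers as strong as hits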
Mot1-301 SUMO = inhibitors of SUMOylation pathway: yeast Mot1-301 growth rescue; 320,000 compounds, 1% hits; S. cerevisiae Mot1-301 growth rescue, ATP luminescence, 38.5C; percent above DMSO median, 100 means doubled; AID 2716; growth rescue, % at 18.8 µM;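 active = every valid replicate shows activation above 250% relative to neutral control wells; inactive = the rest, any valid replicate at or below 250%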;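 note: OY570 slx delta 5 strain wells were the positive control but not used for scaling; some compounds called inactive have numbers as strong as hits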
PKA-R1A act = activators of PKA-R1A complex. P00514+P68181. PKA-R1A dissociation, Cy5-IP20 fluorescence polarization; scaled: DMSO 0%, 113 µM cGMP 100%. activation, % at 11.4 µM. 340,000 compounds, 0.083% hits. AID 504707;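 active = percent activation above the mean of all tested compounds plus 3 SD, cut at about 19% in these data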;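 note: higher means more PKAc released from R1A so a rise in polarization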
PfHsp90 set2 = inhibits growth of yeast expressing Plasmodium falciparum Hsp90; 310,000 compounds, 0.32% hits; S. cerevisiae expressing PfHsp90, BacTiter-Glo ATP, 48 h; yeast lacking PDR1 and PDR3 efflux regulators; inhibition, % at 9.4 µM;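 active = every replicate shows inhibition above about 80%, whatever the replicate mean, limit read from the data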;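 note: 0% = DMSO neutral controls and 100% = 20 µM radicicol positive controls; yeast relying on Plasmodium falciparum Hsp90 in place of its own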
Starred values were filed as active, the others as inactive; nt = not tested or not shown; & = joins results of further samples.

The opening three entries, to show the layout:
SMILES	HTR5A ag ctr	Ecoli viability	AddAB inh	DSG3 Ab inh	MOR-DOR inv ag	phage Ecoli inh	MOR-DOR ag	HTR5A inv ctr	Mot1-301 SUMO	PKA-R1A act	PfHsp90 set2
CC(=O)NCCCc1nc2ccccc2n1Cc1cc(C)ccc1C	-0.8	-3.3	0.8	102.2	7.9	2.8	-1.1	4.4	-11.9	10.1	-0.9
O=[N+]([O-])c1ccc2ncnc(Nc3ccc4c(c3)OCCO4)c2c1	0.9	2.1	1.4	104.1	-12.2	0.2	2.3	-2.5	-12.2	4.5	22.9
CCN1CCN(C(c2ccc(F)cc2)c2nnnn2Cc2ccc3c(c2)OCO3)CC1 (centres undefined)	3.6	0.6	1.5	100.9	0.9	3.0	-0.2	9.9	-8.1	-7.6	-6.5

The listing, from the first entry:
SMILES	HTR5A ag ctr	Ecoli viability	AddAB inh	DSG3 Ab inh	MOR-DOR inv ag	phage Ecoli inh	MOR-DOR ag	HTR5A inv ctr	Mot1-301 SUMO	PKA-R1A act	PfHsp90 set2
CC(=O)NCCCc1nc2ccccc2n1Cc1cc(C)ccc1C	-0.8	-3.3	0.8	102.2	7.9	2.8	-1.1	4.4	-11.9	10.1	-0.9
O=[N+]([O-])c1ccc2ncnc(Nc3ccc4c(c3)OCCO4)c2c1	0.9	2.1	1.4	104.1	-12.2	0.2	2.3	-2.5	-12.2	4.5	22.9
CCN1CCN(C(c2ccc(F)cc2)c2nnnn2Cc2ccc3c(c2)OCO3)CC1 (centres undefined)	3.6	0.6	1.5	100.9	0.9	3.0	-0.2	9.9	-8.1	-7.6	-6.5
CCc1cc(C(=O)N=Nc2c(O)[nH]c3c(Br)cc(Br)cc23)c2ccccc2n1	-3.5	0.9	0.2	84.0	30.5	4.4	-6.2	8.3	95.0	-2.3	-19.5
CCC1CCCCN1CCCNC(=O)c1ccc(CS(=O)(=O)c2ccc(Br)cc2)o1 (centres undefined)	-3.6	-1.5	-4.0	nt	9.2	0.2	-1.8	13.5	-14.1	-6.3	5.8
Cc1c(NC(=S)Nc2ccccc2)c(=O)n(-c2ccccc2)n1C	0.7	-1.3	-1.9	102.1	0.1	1.5	0.0	-19.0	14.3	2.5	10.2
CC(C)C(=O)N1c2ccccc2NC2=C(C(=O)CCC2)C1c1ccc(N(C)C)cc1 (centres undefined)	1.8	-3.8	-3.4	nt	20.1	3.1	-3.9	-4.8	-5.7	1.5	32.8
CC(Oc1ccccc1Cl)C(=O)N1CCOCC1 (centres undefined)	-2.5	-2.2	0.2	102.0	12.1	5.2	-2.0	6.8	-11.4	3.4	-10.8
Cc1ccc(C(NC(=O)N2CCN(C)CC2)C(Cl)Cl)cc1F (centres undefined)	-1.2	0.6	2.8	83.8	11.4	3.0	-1.7	3.1	-11.7	-10.4	40.1
O=C(N/N=C/c1ccc(Br)s1)c1cccc([N+](=O)[O-])c1	-1.1	-0.3	1.3	144.5	4.3	5.5	-0.8	14.1	-2.2	4.9	-7.6
COc1ccc(NC(=O)CN(C)C(=O)Cc2ccc(-c3ccccc3)cc2)cc1	0.2	-0.5	0.3	92.0	4.5	1.4	-1.1	-0.4	57.1	7.4	nt
O=C(Cc1ccccc1)c1ccc(O)cc1	2.2	nt	nt	95.7	9.4	4.1	-1.8	-7.9	nt	-2.6	nt
CC(=O)N1CCN(c2nc3ccc(Br)cc3s2)CC1	0.0	0.6	2.3	105.3	8.8	2.5	-1.8	-13.7	1.7	-0.4	13.9
O=C(Cn1cnc([N+](=O)[O-])n1)N/N=C/c1cccc(Cl)c1	7.9	0.7	-0.4	114.4	-46.9	4.2	6.5	23.2	-2.0	4.2	-1.1
COc1ccc(OCCC(=O)Nc2ccccc2)cc1	-1.3	-1.3	1.3	101.2	6.7	3.3	-1.5	4.7	-0.4	5.7	8.4
C=CCc1cccc(/C=N/NC(=O)CCC(=O)Nc2ccc(C)cc2)c1O	-1.4	5.3	8.5	98.0	-12.0	9.3	2.4	3.8	19.6	-9.0	-7.6
Cc1nc2c(-c3ccccc3)c(C)nn2c(C)c1CCC(=O)NC(C)CCc1ccco1 (centres undefined)	0.8	-0.8	-1.0	100.2	3.2	-0.1	-0.6	-2.2	10.6	-10.3	-6.7
NC(=O)c1cc(-c2csc(NCCc3ccccc3)n2)ccc1O	-0.2	-1.5	3.4	105.9	-101.9	1.8	19.1*	0.6	-25.4	-8.2	6.9
O=S(=O)(Nc1cccc(-c2ccc3nncn3n2)c1)c1cc(F)ccc1F	-3.6	-1.8	-3.8	91.5	14.5	4.3	-2.7	17.7	0.8	-5.9	-14.5
CCOC(=O)C1CCN(c2cc3c(cc2NC(=O)c2cc(OC)ccc2Br)n(C)c(=O)n3C)CC1	0.9	-1.4	3.9	nt	-10.7	-2.8	2.1	3.9	-11.7	-9.9	-5.6
CCC(=O)N1CCc2cc(Br)cc(S(=O)(=O)CCC(=O)NCCc3ccccc3)c21	3.7	-1.5	2.1	105.6	8.7	2.2	-1.6	20.5	-0.6	-2.0	-32.8
O=C(CN1CCSC1=NCc1ccccc1)c1ccc(Cl)cc1	-1.2	2.6	1.0	87.6	-14.5	1.4	2.3	-40.8	-10.5	-8.3	-13.7
Cc1ccsc1CN(C)CC(=O)Nc1ccccc1C(=O)NC1CC1	0.9	-0.2	1.2	90.0	7.2	4.6	-1.4	-3.4	-18.1	-2.3	nt
O=C(Nc1ccccc1C(=O)OCC(=O)N1CCc2ccccc2C1)c1ccco1	-1.6	3.0	0.0	116.9	11.7	-0.2	-2.1	-10.6	356.0*	-8.2	-19.6
CC1CCN(C(=O)CSc2nnc(N)s2)CC1	-1.6	nt	nt	105.2	7.8	0.1	-1.1	14.8	-22.9	6.4	-9.0
COc1cccc(-c2nnc(-c3ccccc3[N+](=O)[O-])o2)c1	nt	-1.2	0.2	94.9	nt	3.1	nt	nt	14.9	nt	-2.0
CCOCC(=O)Nc1cc([N+](=O)[O-])ccc1C	-3.3	-1.5	-3.0	127.0	3.7	0.4	-0.7	23.2	-9.4	-0.9	-10.1
CC1CCOC2(O1)C(=O)N(CN1CCN(c3ccccc3F)CC1)c1ccccc12 (centres undefined)	4.1	-0.2	3.4	100.9	-2.3	0.2	0.5	-11.4	-9.9	8.8	8.8
O=C1C(Cl)=C(Nc2ccc3cn[nH]c3c2)C(=O)c2ccccc21	-7.9	-1.3	-0.6	99.2	-29.6	0.2	6.6	27.8	1.5	-11.3	-53.6
CCCCC1=CC2=CC(=O)C(C)(OC(=O)CC)C(=O)C2=CN1c1cccc(C#N)c1 (centres undefined)	-0.8	0.3	0.7	113.1	-32.4	-0.5	5.9	-3.8	-0.2	0.2	nt
O=C(COc1ccc(Cl)cc1Br)NNC(=O)C(=O)N1CCCCC1	-3.5	-3.2	1.0	106.3	10.6	0.9	-2.1	7.8	-2.0	-2.8	nt
Cc1ccnc(NC(c2ccccc2O)c2oc(CO)cc(=O)c2O)c1 (centres undefined)	-2.1	0.3	0.8	86.2	1.5	6.3	-0.2	5.5	6.1	-6.4	nt
CCOC(=O)c1[nH]c(C)c(CN(CCc2ccc(OC)c(OC)c2)C(=O)CCCC(=O)O)c1C	0.0	-2.7	0.5	86.8	10.9	0.2	-1.8	-20.6	-3.3	-6.0	-26.0
O=C(NNc1cc(C(F)(F)F)nc2ccccc12)Nc1cccc(Cl)c1	-1.5	2.9	4.1	101.7	-10.4	5.2	2.0	-16.1	-4.2	0.1	-8.5
O=C(/C=C/c1cccs1)N1CCN(c2ccc(O)cc2)CC1	5.1	-0.7	4.6	104.4	11.5	1.2	-2.2	-14.2	28.5	-11.8	7.6
O=C(NCCc1ccccc1)C(=O)NCC1OCCN1S(=O)(=O)c1ccc(Br)cc1 (centres undefined)	0.4	0.4	1.4	98.8	-6.2	-0.4	1.2	3.1	-5.8	-7.3	8.8
CC(N=C1NS(=O)(=O)c2ccccc21)C(=O)NCc1ccc(F)cc1 (centres undefined)	0.7	-0.3	-0.1	96.3	12.4	3.2	-2.5	-2.7	-0.9	9.0	nt
Cc1ccc2c(c1)Sc1c(ccc3ccccc13)N2	-1.9	0.9	2.2	90.2	-51.6	0.3	10.1	-14.2	-16.0	0.1	-19.4
CC12CCC(=O)N1C(C(=O)Nc1ccccc1N1CCCCC1)CS2 (centres undefined)	-2.3	2.6	2.8	96.9	-6.0	0.6	1.4	5.8	-0.1	3.2	10.7
COc1cc(C(=O)Nc2ccc(C(=O)NCC3CCCO3)cc2)cc(OC)c1OC (centres undefined)	2.5	-1.3	0.5	103.0	6.1	-0.7	-1.2	4.0	7.1	-3.6	0.8
CCN1CCN(Cc2ccc(NC(=O)c3cc(NC(=O)c4ccno4)cc(OC)c3)cc2C(F)(F)F)CC1	-1.6	-4.6	2.8	107.9&107.6	13.4	1.2&3.3	-2.4	0.4	183.0	-1.7&-6.0	-1.1
Cn1ccc(C(=O)Nc2sc3c(c2C(N)=O)CCCCC3)n1	0.8	-1.7	1.2	nt	11.7	1.5	-2.1	-2.8	-12.8	-4.5	-2.9
CCc1nnc(NC(=O)C2CCN(C(=O)c3ccccc3C)CC2)s1	7.7	nt	nt	102.8	3.2	2.0	-0.7	-6.1	nt	-1.7	-3.4
O=C(NCc1cccs1)c1nc2ncccn2n1	5.0	1.6	0.8	100.5	3.1	0.8	-0.6	-14.0	nt	4.8	18.7
O=C(CCCn1c(=O)[nH]c2ccccc2c1=O)NCCSCc1ccccc1	8.1	-0.9	3.0	23.1*	-10.4	0.0	2.3	-7.5	-3.2	-22.7	1.9
Nc1ccc(S(=O)(=O)c2ccc(N)c(N)c2)cc1	1.6	0.6	0.3	86.8	4.1	4.1	-0.8	-4.2	-4.9	-7.2	-2.3
O=C1c2ccccc2C(=O)N1CCOCCN1C(=O)c2ccccc2C1=O	4.0	-1.6	3.6	97.2	12.7	0.6	-2.4	-11.1	nt	10.8	-15.3
CC(C)(C)NC(=O)CN(C(=O)CNS(=O)(=O)c1ccccc1)c1ccc2c(c1)OCCO2	0.2	1.6	-0.3	nt	7.3	1.2	-1.4	-0.6	2.9	-8.5	-22.6
CN1/C(=C/C2CC(=O)N(c3cccc4ccccc34)C2=O)C(C)(C)c2ccccc21 (centres undefined)	-0.7	0.2	-2.2	124.0	0.3	1.5	-0.1	-15.8	-13.6	0.2	15.2
CCOC(=O)C1CCN(c2ncnc3c2c(-c2ccccc2)cn3-c2ccc(C)cc2)CC1	1.5	1.4	2.0	nt	7.5	0.8	-1.6	-4.2	-8.2	-0.9	11.7
Cc1cc[n+](-c2[nH]c(=O)sc2/C=N/NC([S-])=Nc2ccccc2)cc1	4.0	1.7	3.8	100.7	-1.0	2.5	0.2	-13.8	-0.3	-2.9	-1.3
COC(=O)c1cc2sc(Cl)cc2n1Cc1nc(-c2ccccc2)oc1C	-0.7	0.2	0.6	94.0	0.0	2.7	0.0	2.0	229.2	-3.8	-9.3
CN(C)C(=O)CCC(=O)N1CCCC(C(=O)c2ccc(C(F)(F)F)cc2)C1 (centres undefined)	2.7	-1.3	-2.3	113.1	1.4	0.5	-0.3	-4.3	-7.9	2.4	38.3

Compound activity from PubChem.
